OX1R antag-1: blocks the human orexin 1 receptor; O43613; OX1R-expressing cells, FRET antagonist read-out; inhibition, % at 6.6 µM; 1.8% of 330,000 active; AID 485270; in the data active = inhibition mostly above about 38%, no sharp cut-off; inactive = mostly below about 40%;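 note: 0% = agonist challenge alone and 100% = reference antagonist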
Target sequence (O43613 whole entry, looked up): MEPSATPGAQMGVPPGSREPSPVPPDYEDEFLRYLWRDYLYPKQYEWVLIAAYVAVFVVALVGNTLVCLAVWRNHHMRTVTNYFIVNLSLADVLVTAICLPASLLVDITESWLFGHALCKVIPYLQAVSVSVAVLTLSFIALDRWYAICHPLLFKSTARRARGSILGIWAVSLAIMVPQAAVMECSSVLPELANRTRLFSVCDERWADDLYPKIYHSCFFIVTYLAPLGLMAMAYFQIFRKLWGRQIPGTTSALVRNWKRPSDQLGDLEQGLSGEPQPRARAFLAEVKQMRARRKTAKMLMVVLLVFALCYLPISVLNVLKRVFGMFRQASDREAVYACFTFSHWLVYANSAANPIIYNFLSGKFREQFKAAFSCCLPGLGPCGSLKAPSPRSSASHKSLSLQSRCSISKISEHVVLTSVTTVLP
CHT allo act: human CHT allosteric activation. CHT-expressing cells, membrane potential dye, choline EC20; active compounds read high; LV-AA mutant CHT in HEK293 cells. Q9GZV3. AID 488977. B-score at 10 µM. 0.49% of 310,000 active;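 active = initial fluorescence not abnormally high and integrated response B-score, plate-corrected, over 3 SD above library mean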
Target sequence (Q9GZV3 whole entry, looked up): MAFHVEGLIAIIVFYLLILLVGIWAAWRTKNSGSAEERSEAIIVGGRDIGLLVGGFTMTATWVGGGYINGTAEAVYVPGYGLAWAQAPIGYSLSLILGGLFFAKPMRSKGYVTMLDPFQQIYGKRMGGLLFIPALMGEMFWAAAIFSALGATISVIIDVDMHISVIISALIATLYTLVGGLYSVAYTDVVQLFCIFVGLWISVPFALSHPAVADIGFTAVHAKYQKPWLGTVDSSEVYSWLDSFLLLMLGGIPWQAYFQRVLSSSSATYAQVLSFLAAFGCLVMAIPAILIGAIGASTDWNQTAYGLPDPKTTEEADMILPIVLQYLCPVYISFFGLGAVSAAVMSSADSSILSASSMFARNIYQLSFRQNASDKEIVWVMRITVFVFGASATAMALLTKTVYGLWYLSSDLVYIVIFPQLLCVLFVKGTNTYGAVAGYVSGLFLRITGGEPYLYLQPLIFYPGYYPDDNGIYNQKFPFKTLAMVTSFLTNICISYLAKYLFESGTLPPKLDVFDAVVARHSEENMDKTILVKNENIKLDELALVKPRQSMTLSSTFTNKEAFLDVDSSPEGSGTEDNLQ
OX1R antag-2: human HCRTR1 antagonism. O43613. CHO/OX1R cells, Fluo-8 calcium fluorescence, orexin A. inhibition, % at 5 µM. 0.43% of 330,000 active. AID 434989;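 active = inhibition above its plate's threshold, mean inhibition of all tested compounds on the plate plus 3 SD, cut at about 37% in these data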;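 note: 0% = orexin A challenge wells and 100% = SB-334867-A antagonist wells; not every result past the cut was called active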
* hit, by the source's call; i = inactive; · = no result given.

SMILES	OX1R antag-1	CHT allo act	OX1R antag-2
C=C(C)[C@@H]1CC[C@]2(C(=O)O)CC[C@]3(C)C(CCC4[C@@]5(C)CC[C@H](O)C(C)(C)C5CC[C@]43C)C12 (some centres undefined)	13	i	-1
Cc1nnc(N(C)C(=O)c2cccnc2)s1	19	i	-12
O=C(CCN1C(=O)/C(=C/c2ccc(F)cc2)SC1=S)NC1CCS(=O)(=O)C1 (centres undefined)	30	i	-33
Cc1ccc(C)c(NC(=O)CN(C)C(=O)Cn2c(=O)oc3ccccc32)c1	11	i	-12
Cc1cccc(C(=O)OCc2cnc(Cl)s2)c1	19	i	-12
CCOC(=O)C1CCCN(c2nc3ccccc3nc2C(C#N)C(=O)OC(C)COC)C1 (centres undefined)	19	i	-26
COc1ccc(C)cc1S(=O)(=O)Nc1ccncc1	25	i	-6
CCCCCC1=C(C(=O)OC)C(C(=O)OCC)N(S(=O)(=O)C(F)(F)F)c2ccccc21 (centres undefined)	18	·	-31
CCOc1ccc(/C=C\C(C)=N\O)cc1	7	i	-2
Cc1[nH]n(-c2ccccc2)c(=O)c1CCO	6	i	3

Reprinted from the part before: 2 compounds, followed by the next part.
SMILES	OX1R antag-1	CHT allo act	OX1R antag-2
CCOc1ccc(/C=C\C(C)=N\O)cc1	7	i	-2
Cc1[nH]n(-c2ccccc2)c(=O)c1CCO	6	i	3
Cc1cc(NS(=O)(=O)c2ccc(NC(=O)COc3ccc(C#N)cc3)cc2)nc(C)n1	-3	·	1
Cc1ccc(NC(=O)CN(C)C(=O)COc2cccc3cccnc23)cc1	7	i	-12
O=C(/C=C/c1cc(Br)ccc1F)OCC(=O)N1CCOCC1	8	·	-6
COc1cc(C(=O)OC(C)CN2C(C)CCCC2C)cc(OC)c1OC (centres undefined)	-12	i	-25
CCc1cc(C(=O)N2CCN(S(=O)(=O)c3cc(C)ccc3C)CC2)sc1C	16	·	-19
CC(C)(C)NC(=O)C(c1cccs1)N(C(=O)c1csnn1)c1cccc(F)c1 (centres undefined)	29	i	-38
Clc1ncc(CN2CCN(c3ccccc3)CC2)s1	-1	i	-4
COc1ccc(C(=O)NCc2nnc(SCC(=O)Nc3ccccc3F)o2)cc1	11	i	-13
O=[N+]([O-])c1cc(-c2ccc(/C=N\n3cnnc3)o2)cc([N+](=O)[O-])c1	69*	i	-14
COCC(=O)Nc1ccc(S(=O)(=O)N2CCCC2)cc1	-12	i	-4
O=C(NNC(=O)c1ccc(Br)o1)c1csc(N2CCOCC2)n1	2	·	5
C/C(=N\Nc1ccc(Cl)c(C(=O)O)c1)c1ccc(N2CCOCC2)cc1	36	i	-34
Cc1cc(C)n2nc(C(=O)Nc3ccc4c(c3)OCO4)nc2n1	23	7.6*	-4
COc1ccc(OCC(=O)NNC(=O)C(=O)Nc2ccc(C)cc2)cc1	13	i	-2
COc1ccc(CC(=O)NCc2n[nH]c(=S)n2-c2cccc(Cl)c2)cc1	11	i	-19
Cc1ccc(CCN2CC(C(=O)NCCCN3CCCCC3)CC2=O)cc1 (centres undefined)	2	i	0
COc1ccc(-c2ccc(SCC(=O)Nc3nnc(C)s3)nn2)cc1	6	i	-5
Cc1cc(C(C)(C)C)ccc1OCCN1CCCC1	6	i	-1
O=C(Nc1ccc(CN2CCOCC2)cc1)c1ccc(-c2cccc(Cl)c2)o1	2	i	-37
CCCCCC(=O)NCC(C)NC(=O)CCCCC (centres undefined)	15	i	-40
COc1ccc(-c2nc3ccccc3o2)cc1NC(=O)CSc1ccc(Cl)cc1	18	i	-14
CCSc1nc2c(cnn2-c2ccccc2)c(=O)n1N	9	i	-16
CCn1c2ccccc2c2cc(NS(=O)(=O)c3ccc(C)cc3)ccc21	20	i	-36
Cc1ccc2nc3c(cc2c1)c(NC(=O)C1CCCO1)nn3CC(C)C (centres undefined)	23	i	-29
CN(CC(=O)Nc1cccc(F)c1)C(=O)Cn1c(=O)cnc2ccccc21	3	i	-15
O=C1[C@H]2[C@H](ON3CCCC[C@H]23)C(=O)N1c1cccc(C(F)(F)F)c1	17	i	-6
CC1(C)Cc2c(sc3c2c(=N)n(Cc2ccco2)c(=O)n3CC(=O)Nc2ccc(Cl)cc2)CO1	15	i	-11
CC(C)(C)C(=O)Nc1c(Br)c(C2CC2)nn1-c1ccccc1	0	i	-12
CN(c1ccccc1C(=O)O)S(C)(=O)=O	10	i	6
Cc1cc(C)n(-c2ccc(F)cc2CN2CCN(C3CCCC3)C(CCO)C2)n1 (centres undefined)	19	i	-13
CC1CCCN(C(=O)CN2C(=O)c3ccccc3S2(=O)=O)C1 (centres undefined)	1	·	-4
O=C(Nc1ccc(N2CCCC2)cc1)c1cccc(Cl)c1Cl	24	i	-12
COc1ccc(S(=O)(=O)N2CCC(C(=O)N3CCN(C)CC3)CC2)cc1Cl	18	i	-3
Cc1c(NC(=O)Nc2ccc3c(c2)OCO3)cccc1[N+](=O)[O-]	17	i	-15
Cc1cc(Br)ccc1NC(=O)C1C2CCC(O2)C1C(=O)O (centres undefined)	4	i	0
N#Cc1nc(COc2ccccc2)oc1N1CCN(Cc2ccccc2)CC1	16	10*	-26
COc1ccc(C(=O)CCC(=O)Nc2ccc(N3CCCCC3)cc2)cc1OC	2	i	-11
CCOCCCNC(=O)Cc1cc(=O)[nH]c(=O)[nH]1	0	i	-5
Cc1cccc(NC(=O)[C@@H]2CCCN2C2=NS(=O)(=O)c3ccccc32)c1C	-2	·	-11
COc1cc(C(=O)OCn2nnc3ccccc3c2=O)cc(OC)c1OC	28	i	-16
S=C(Nc1ccc(Cc2ccncc2)cc1)Nc1cccc(Cl)c1	11	i	-19
CCn1cc(C(=O)Nc2ccc(F)c(F)c2)cn1	9	i	-8
O=C(COC(=O)c1ccccc1[N+](=O)[O-])NCCCc1ccccc1	11	i	-17
CC1Oc2cc3oc4c(O)c(O)ccc4c(=O)c3c(O)c2C1(C)C (centres undefined)	5	i	-12
CCCCn1c(SCC(N)=O)nc2c(sc3ccccc32)c1=O	13	i	-26
COC(=O)c1sc2ccccc2c1-n1cccc1C(=O)C(=O)Nc1ccc(F)cc1	31	i	-6
CCc1c(C)nc(SC(C(=O)O)c2ccccc2)c(C#N)c1C (centres undefined)	18	i	-11
Cc1ccc(C(=O)COC(=O)CCC(=O)Nc2cc(Cl)ccc2Cl)cc1[N+](=O)[O-]	24	i	-7
Cc1ccc(CN2CCC(Oc3ccc(C(=O)NCc4ccccn4)cc3)CC2)o1	-1	i	-27
CCN(C[C@H]1N[C@@](C)(C(=O)OC)[C@H]2C(=O)N(C)C(=O)[C@@H]12)C(=O)c1ccc(C)cc1	4	·	-3

(more compounds)
SMILES	OX1R antag-1	CHT allo act	OX1R antag-2
Cc1c(NC(=O)CSc2nnc(COc3ccccc3)n2-c2ccccc2)c(=O)n(-c2ccccc2)n1C	22	i	-12
COc1cc(OC)c(C2=NOC(C(=O)Nc3c(C)n(C)n(-c4ccccc4)c3=O)C2)cc1Cl (centres undefined)	22	i	-29
COc1cc(NC(=O)C2CCCCC2)c(OC)cc1NC(=O)CN1CCCCC1	8	i	-18
Cc1ccc(OCc2nnc(SCC(=O)Nc3ccc4c(c3)OCCO4)n2Cc2ccco2)cc1	23	i	-4
O=C(NCCN1CCOCC1)c1ccc(-c2ccccc2)cc1	-5	i	-96
COc1ccc2[nH]c(C)c(CCNC(=S)Nc3cc(C)cc(C)c3)c2c1	15	i	-15
COc1ccc(-c2noc3c2-c2nc(C4CCCCC4)sc2CC3)cc1	24	i	18
CN1CCC(N2CCCC(C(=O)O)C2)CC1 (centres undefined)	18	i	2
CCCc1cc(=O)n2[nH]c(C)c(-c3ccccc3)c2n1	11	i	-8
COc1ccc(N=C(C)C2=C(O)CSC2=O)cc1	11	i	5
OCCN1CCN(CC/C=C2/c3ccccc3CSc3ccccc32)CC1	5	i	-17
O=C(O)COc1ccc(/C=N/NC(=O)COc2nsnc2N2CCOCC2)cc1	12	i	-13
Cc1ncc(CN2CCCC(C(=O)Nc3ccc(-c4ccco4)cc3)C2)cn1 (centres undefined)	3	i	0
Cn1nc(Oc2nc(N3CCOCC3)nc(N3CCOCC3)n2)ccc1=O	8	i	-4
Cc1csc(SCC(=O)Nc2ccc3c(c2)OCCO3)n1	8	i	-19
Cc1ccc(CNC(=O)C(C)C2Sc3ccccc3NC2=O)cc1 (centres undefined)	13	i	-21
O=C(O)C=C1C2CC3CC(C2)CC1C3	5	i	-14
CC1(c2ccccc2)CC(C)(C)N(C(=O)CSc2nnc(N)s2)c2ccccc21 (centres undefined)	14	i	-30
CS(=O)(=O)N(Cc1ccco1)CC(O)Cn1cc(C=O)c2ccccc21 (centres undefined)	6	i	-16
CC1(C)C(=O)NCCN1C(=O)CCC(=O)O	5	i	-11

2 records drawn at random from those above, as already listed:
SMILES	OX1R antag-1	CHT allo act	OX1R antag-2
Cn1nc(Oc2nc(N3CCOCC3)nc(N3CCOCC3)n2)ccc1=O	8	i	-4
Cc1csc(SCC(=O)Nc2ccc3c(c2)OCCO3)n1	8	i	-19

Continued:
SMILES	OX1R antag-1	CHT allo act	OX1R antag-2
CC(C)(C)c1ccc(/C=C/C(=O)Nc2ccncc2)cc1	29	i	13
COCCn1c(SCC(=O)N2CCOCC2)nc2ccccc2c1=O	18	i	-14
CS(=O)(=O)Nc1ccccc1C(=O)Nc1ccccc1C(=O)N1CCCC1	6	i	3
CC(=O)c1cn(CCC(C)C)c(=O)[nH]c1=O	7	i	0
COC(CNC(=O)c1ccc2c(c1)ncn2-c1ccc(F)c(F)c1)OC	20	i	2
CN(CC(=O)Nc1cccc(S(=O)(=O)N(C)C)c1)Cc1ccccc1	12	i	-17
COc1ccc(CCC(C)NCc2cc(OC)cc(OC)c2)cc1 (centres undefined)	4	i	-14
COc1ccc(OCC(O)CNS(=O)(=O)c2ccc(C)cc2)cc1 (centres undefined)	7	i	-19
COc1ccc(C2CC(c3ccc4ccccc4c3)=NN2C(=O)CNC2CCCCC2)cc1 (centres undefined)	2	i	5
Cn1c(=O)[nH]c(=O)c2c1nc(N1CCC(Cc3ccccc3)CC1)n2Cc1ccccc1	8	i	-55
CCN1CCN(c2ccc(NC(=O)c3cccc(F)c3)cc2Cl)CC1	11	i	-20
CSCCC(=O)N1C(C)CCCC1C(=O)O (centres undefined)	16	i	1
CCC(C(=O)OC)n1cnc2scc(-c3ccc(C)cc3)c2c1=O (centres undefined)	12	i	-39
CC(C)c1ccc(NC2CCCN(C(=O)c3cc(C(C)C)nc(N)n3)C2)cc1 (centres undefined)	1	i	-20
Cc1ccc(S(=O)(=O)N(CC(=O)NC2CCCC2)c2cccc(C)c2)cc1	15	i	-32
CC(C)(C)c1cc(N)on1	6	i	-5
COc1ccc(C(CC(=O)N2CCCC(C)C2)c2c(OC)cc(OC)c3c(-c4ccccc4)cc(=O)oc23)cc1 (centres undefined)	21	i	-17
O=C(NCc1ccc(Cl)cc1)c1ccc(CNc2c(N3CCOCC3)c(=O)c2=O)cc1	5	i	-3
S=c1[nH]nc(-c2ccc(Cl)cc2)n1-c1ccc2c(c1)OCCO2	16	i	1
CC(C)[C@H](CN1CCC[C@H]1CN1C(N)=NC[C@@H]1Cc1ccccc1)N1C[C@@H](Cc2ccccc2)N(CCc2ccc(Cl)c(Cl)c2)C1=N	7	·	-16

Records listed so far that bear a hit mark in OX1R antag-1.
Molecule	OX1R antag-1	OX1R antag-2
O=[N+]([O-])c1cc(-c2ccc(/C=N\n3cnnc3)o2)cc([N+](=O)[O-])c1	69*	-14

(further entries)
SMILES	OX1R antag-1	CHT allo act	OX1R antag-2
CCOC(=O)COc1nc(-c2ccco2)cc(-c2ccco2)c1C#N	7	i	-28
Cc1c(C(=O)/C=C/N(C)C)nnn1-c1ccc(Cl)c(Cl)c1	8	i	-17
CNCCOCC(O)CSc1ccccc1 (centres undefined)	18	i	-6
Cc1ccc(C)c(CN2CCN(c3ncccn3)CC2)c1	6	i	-18
CCSCCOC(=O)C1=C(C)NC(=O)NC1c1cc(OC)ccc1OC (centres undefined)	13	i	-22
Cc1cccc(NC(=O)CSc2nc3c(c(=O)[nH]2)CCC3)c1C	13	i	-35
O=C(Nc1cccc(F)c1)c1ccc(Cn2cc([N+](=O)[O-])cn2)o1	17	i	-2
O=C(/C=C/c1c(F)cccc1Cl)Nc1nn[nH]n1	12	i	-6
O=S(=O)(CCSc1ccccn1)c1nc2ccccc2s1	31	i	-21
O=c1cc(N2CCC(Cc3ccccc3)CC2)[nH]c(=O)n1C1CCCCC1	19	i	-22
CN(CC(=O)Nc1ccccc1Cl)C(=O)COC(=O)CN1C(=O)NC2(CCCC2)C1=O	8	i	-14
Cc1ccc(-c2nnc(-c3cccnc3)o2)cc1	9	i	-1
CC(=O)N1CCN(CCN=CC2=C(O)CC(c3cccs3)CC2=O)CC1 (centres undefined)	2	i	-15
COc1ccc(NC(=O)c2cc3cc(C)ccc3n2C)c(OC)c1	6	i	-33
CC(C)CC1C(C#N)=C(N)Oc2n[nH]c(-c3cccs3)c21 (centres undefined)	20	i	-6

4 entries from above, bar-delimited.
SMILES | OX1R antag-1 | CHT allo act | OX1R antag-2
Cc1[nH]n(-c2ccccc2)c(=O)c1CCO | 6 | i | 3
Cc1cc(NS(=O)(=O)c2ccc(NC(=O)COc3ccc(C#N)cc3)cc2)nc(C)n1 | -3 | · | 1
Cc1ccc(NC(=O)CN(C)C(=O)COc2cccc3cccnc23)cc1 | 7 | i | -12
O=C(/C=C/c1cc(Br)ccc1F)OCC(=O)N1CCOCC1 | 8 | · | -6

Source: PubChem
